# XIAP antagonists = XIAP antagonists, biochemical, IAP family, fluorescence polarization (AID 1018). XIAP BIR domain, fluorescence polarization peptide displacement; higher % means a stronger effect. hit rate 0.007% among 200,000. displacement, % at 20 µM, or IC50 in µM where a hit was titrated; in the data active = displacement above about 50%; also: a part of the inactive calls stands beside numbers as strong as those of hits
# Lipid droplet = hepatic lipid droplet formation modulation; AML12 mouse hepatocytes, oleate lipid droplets, BODIPY imaging; inhibition, % at 6.5 µM; hit rate 0.4% among 240,000;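 active = lipid droplet intensity inhibited by at least 50%, with more than 500 cells counted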
#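 material = mouse AML12 hepatocyte cell line, fixed after treatment | also added = 100 µM oleic acid challenge | doses = compound at 6.5 µM only | schedule = overnight exposure | technique = Image-based BODIPY and DAPI two-channel analysis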
# b-catenin transl = alters nuclear translocation of beta-catenin in HeLa cells | hit rate 0.3% among 190,000 | nuclear translocation activity, % at 5 µM | immunofluorescence imaging;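 active = nuclear translocation activity above 50% at 5 µM, with a well cell count of 50 or more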;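 also: per-cell ratio of nuclear to cytoplasmic median beta-catenin stain intensity; plate controls were DMSO negative control for no effect and GSK-3 inhibitor IX positive control for full effect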
#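 Read-out: Nuclear/cytoplasmic beta-catenin signal ratio, % activation | Assay system: Human HeLa cell line | Times: 24 h compound exposure at 37°C, 5% CO2 | Signal: Fluorescence imaging of beta-catenin antibody stain plus DAPI | Dosing: 5 µM primary, 0.02–20 µM confirmation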
# Dynein transport = dynein cargo transport inhibition | z-score, hits read low | 3617.4 mouse cells, GR-EGFP nuclear translocation imaging; test concentration mostly 20 µM; stimulated with dexamethasone, 1 µM; active compounds read low | hit rate 0.47% among 220,000;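 active = plate z-score of nuclear minus cytoplasmic receptor signal below a set negative limit, without overly bright fluorescence or cell loss, cut at about -3.5 in these data, passing the limit was not always enough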;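 also: z-score of nuclear minus cytoplasmic ring GR-EGFP intensity difference per well; some compounds called inactive have numbers as strong as hits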
#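 Buffer or medium: tetracycline-free induction medium containing charcoal-stripped FBS / Reagent: dexamethasone agonist, 1.0 µM final, for 30 min / Technique: automated 10x imaging of fixed Hoechst-stained cells / Times: induction 48 h, compound 1 h, agonist 30 min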
# MT stabilizer = stabilizes microtubules in HeLa cells. HeLa tubulin immunostaining HCS, 24 h; share of cells brighter than vehicle mean+2SD. % tubulin-high responders, % at 10 µM. hit rate 0.83% among 200,000. AID 2205;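 active = plate Z-score above 3 for both tubulin-high and condensed-nucleus cell shares, with cell loss under 80%, at 10 µM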;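 also: anti alpha tubulin signal scored within the nucleus-defined area of each cell; some results filed as inactive read as strong as hits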
# ER stress rescue = rescue of cells from ER stress-induced death, primary screen, 384-well, CSM14.1, thapsigargin, ATP luminescence (AID 1222); CSM14.1 thapsigargin-induced death rescue, ATP luminescence; higher % means a stronger effect; cellular ATP content (survival), % at 20 µM; hits with a dose series show EC50 in µM; 190,000 tested, under 10 active;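 active = EC50 below 50 µM in the dose-response confirmation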;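 also: death triggered by thapsigargin at about 15 µM added after 2 h compound pretreatment; cell ATP read after overnight thapsigargin exposure of roughly 18 to 22 hours; normalized against plate controls of thapsigargin alone and 5% DMSO vehicle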
# Autophagy HCS = autophagy modulation, high-content screen. hit rate 0.98% among 190,000. MEF GFP-LC3 puncta imaging; test concentration mostly 10 µM. calls only at 10 µM (by protocol);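 active = percentage of spot-positive cells more than 3 SD above its plate mean, without a fluorescence outlier flag or 80% toxicity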;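 also: spot-positive cell cutoff set from DMSO-treated cells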
# WT yeast gro inh = growth inhibition of WT yeast, mitochondrial fusion screen; mitochondrial fusion phenotypic screen, WT strain; inhibition, % at 10 µM; hit rate 2.1% among 190,000; AID 1362; in the data active = inhibition above about 58%; tested in S. cerevisiae
# Insulin prom up = MIN6 insulin promoter up-regulation. MIN6 insulin promoter-GFP reporter, high-content imaging; active compounds read high. z-score at 5 µM. hit rate 0.3% among 190,000. AID 1625;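 active = z-score above 3 at 5 µM with at least 500 cells counted in the well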
# WT yeast gro inh mutant strain = recorded beside WT yeast gro inh, whose call it bears; inhibition, %; mitochondrial fusion phenotypic screen, mutant strain inhibition
# Dynein transport cytoplasmic EGFP = second read-out of Dynein transport, no call of its own (marks repeat the call); z-score; measured here: cytoplasmic GR-EGFP intensity; active compounds read high
# Dynein transport nuclear GR-EGFP = recorded beside Dynein transport, whose call it bears; z-score; measured here: nuclear GR-EGFP intensity;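 lower value marks the stronger effect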
# Dynein transport cell count = second read-out of Dynein transport, no call of its own (marks repeat the call); z-score; measured here: cell count per field
# Insulin prom up cell count = also measured in Insulin prom up; calls as there; cell count; measured here: cytotoxicity, nuclei count;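 total cells summed across four imaged fields per well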
# Lipid droplet cells 6.5 µM = second read-out of Lipid droplet, no call of its own (marks repeat the call); cell count; measured here: cell count, cytotoxicity flag;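 cells counted across two imaged fields per well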
# b-catenin transl cell count 5 µM = second read-out of b-catenin transl, no call of its own (marks repeat the call); cell count; measured here: cell count, cytotoxicity flag
# MT stabilizer Hoechst-high % = also measured in MT stabilizer; calls as there; % Hoechst-high responders; measured here: nuclear condensation Hoechst responders;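 share of cells brighter than vehicle mean plus two SD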
# MT stabilizer cytotoxicity % = second read-out of MT stabilizer, no call of its own (marks repeat the call); toxicity, %; measured here: cytotoxicity by cell density;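 0% = mean cell density of plate MIN control wells and 100% = no cells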
# Autophagy HCS cell loss 18 h = second read-out of Autophagy HCS, no call of its own (marks repeat the call); toxicity, %; measured here: cell loss, nuclei count;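 cell loss after 18 h compound exposure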
# The depositor's hits bear a star; i = inactive; . = not tested or not shown; + = active, no number.
molecule	Lipid droplet cells 6.5 µM	Insulin prom up	MT stabilizer Hoechst-high %	Dynein transport nuclear GR-EGFP	WT yeast gro inh	WT yeast gro inh mutant strain	MT stabilizer	XIAP antagonists	Dynein transport cytoplasmic EGFP	MT stabilizer cytotoxicity %	b-catenin transl cell count 5 µM	Insulin prom up cell count	Autophagy HCS cell loss 18 h	Lipid droplet	b-catenin transl	Autophagy HCS	Dynein transport cell count	Dynein transport	ER stress rescue
C/C(CC(=O)Nc1ccccc1-c1ccccc1)=N\NC(=O)COc1ccc(C)cc1Br	710	-1.1	1.6	0.33	1	-4	3.9	-2.0%	-0.19	5.5	1067	862	1	4	-4.0	i	0.17	0.44	-1.2%
CCN(CCCNC(=O)COc1cc(=O)n(CC)c2ccccc12)c1ccccc1	735	-1.3	3.7	0.91	1	-7	1.6	-4.5%	-0.18	17	1274	601	2	-37	-3.8	i	0.27	1.5	-2.3%
CCC(C)NS(=O)(=O)c1ccc(OCC(=O)Nc2ccc3c(c2)OCCO3)cc1 (stereo not drawn)	.	1.6	1.5	-0.97	4	-5	2.6	-5.1%	-0.26	5.3	1372	1407	3	.	-0.1	i	-0.02	-0.24	-1.1%
Cc1[nH]nc2oc(=O)c(CCO)c(C)c12	700	.	1.7	-0.1	11	4	2.5	-6.9%	-0.31	1.5	.	.	-9	7	.	i	0.36	-0.33	-0.5%
O=C(CSc1nnc(COc2ccccc2)o1)N1CCN(c2ccccc2)CC1	747	-0.09	2.1	0.023	-22	-13	3.4	-1.3%	-0.24	0.8	1147	1242	-2	-17	-1.7	i	0.55	0.11	-1.5%
COc1ccc(C(C)(C)C)cc1NC(=O)C1C2C=CC(C2)C1C(=O)O (stereo not drawn)	.	1.2	3.5	0.26	4	3	5.8	-0.6%	-0.31	6.2	940	1498	-1	.	-1.1	i	-0.28	0.4	-0.5%
COc1ccc2c(c1)NC(c1cc(Cl)cc(Cl)c1O)c1cccn1-2 (stereo not drawn)	729	-0.15	2.0	-0.011	10	5	2.4	-9.4%	0.13	5.5	985	1431	50*	9	1.7	+	0.19	-0.47	1.1%
O=S(=O)(NC(=NCCc1ccc(Cl)cc1)c1ccccc1Cl)c1cccs1	627	-1.6	1.5	-0.029	5	-7	3.3	-1.3%	-0.35	5.2	994	1421	-15	2	-0.9	i	0.55	-0.046	-1.0%
COc1ccc(C(=O)NNC(=S)Nc2ccccc2)cc1	740	-0.09	3.0	0.18	-2	16	4.5	-8.9%	-0.3	3.9	1145	1334	-2	-1	-0.3	i	0.7	-0.15	-0.4%
Cc1ccc(/C=N/N2CCN(c3ccccn3)CC2)cc1	661	-2.8	1.8	-1.1	-10	0	4.4	-1.4%	-0.34	5.3	1079	1525	3	4	-3.0	i	1.6	-1.8	-0.3%
Cn1c(N)c(C(=O)COC(=O)C2CCCC2)c(=O)n(C)c1=O	675	0.2	2.2	1.1	-16	9	5.1	-4.0%	-0.3	8.3	1078	1217	3	9	-0.5	i	-1.3	1.6	0.5%
COC(=O)c1cc(OC)c(OC)cc1NC(=O)CCc1ccc(C)o1	706	.	2.2	0.3	5	14	1.8	-5.0%	-0.28	7.6	.	.	2	-21	.	i	1.5	0.81	-1.5%
Cc1cc(/C(N)=N/OC(=O)c2cccc(Cl)c2)no1	708	1.9	.	-0.55	.	.	.	.	-0.25	.	1077	1418	.	-7	-1.5	.	0.38	-0.44	.
CCCNC(=O)COC(=O)c1ccc(Cl)c(S(=O)(=O)N2CCCC2)c1	782	0.36	2.6	0.24	9	16	4.0	-9.6%	-0.22	7.8	.	931	-3	-9	.	i	0.41	0.34	-0.5%
Cc1ccc(-c2c(C(=O)Nc3ccccc3C)c(C)[nH]c(=S)c2C#N)o1	711	-0.42	2.5	0.11	0	2	2.2	-5.6%	-0.19	4.6	976	1471	6	1	0.7	i	0.14	0.34	1.1%
Nc1nc2c(ncn2COC(CO)CO)c(=O)[nH]1	712	.	3.1	0.91	-8	-8	3.4	-13%	-0.24	7.0	.	.	-2	-10	.	i	-0.55	1.1	-1.3%
CCc1cccc(OCCCCNCCCOC)c1	635	0.26	5.3	-0.89	7	31	2.1	-2.5%	0.076	7.3	505	1311	-1	-18	4.8	i	1.1	-0.97	-0.8%
CC(C)CNC1=CC(=O)CC(c2ccco2)C1 (stereo not drawn)	.	-0.5	4.7	-0.26	9	0	2.2	-1.6%	-0.16	5.3	1145	1306	0	.	-1.5	i	1.3	-0.51	-1.1%
CC(C)=C1C2C=CC1C(C(=O)Nc1cccc(C)c1)C2C(=O)O (stereo not drawn)	.	0.34	4.0	2.3	-6	0	3.3	-2.3%	0.28	5.9	1172	1282	-3	.	-0.9	i	-1.3	2.9	-1.4%
Cc1cc(NC(=O)c2ccc(S(=O)(=O)N(C)C)cc2)no1	655	-0.81	2.3	0.16	8	9	11	-1.8%	-0.44	1.1	1105	1817	-61	7	-1.5	i	-0.38	0.37	-2.2%
CCc1cccc(Nc2cc(C)nc3ncnn23)c1	703	-0.86	2.3	0.45	5	-5	4.0	-0.8%	-0.3	2.4	566	1327	21	-2	-1.6	i	0.65	-0.36	-2.9%
O=C(OCCOc1ccc(Br)cc1)c1cnccn1	752	0.12	1.6	0.052	-18	-15	1.4	-1.0%	-0.23	6.7	.	1317	4	1	.	i	0.47	-0.45	-0.9%
CC(=O)Nc1ccc(SCC(=O)OCC(=O)NC(=O)NC2CCCC2)cc1	664	-0.57	1.3	1.1	3	-8	2.3	-5.6%	0.0098	2.3	1069	1617	-1	1	-3.0	i	-2	1.1	-0.5%
COCCn1c(C)cc(C(=O)CSc2nc3ccccc3c(=O)[nH]2)c1C	644	0.41	1.2	1.8	16	2	3.3	-0.4%	4.4	5.4	1045	1706	7	-11	0.7	i	-1.4	0.25	-0.8%
Cc1ccc(NC(=O)CC2Oc3ccc(C)cc3NC2=O)cc1 (stereo not drawn)	.	-0.07	2.2	-0.19	-25	-6	3.3	-0.8%	-0.18	7.5	.	934	3	.	.	i	0.14	-0.42	-0.3%
C/C(=N\n1c(C)nc2ccccc2c1=O)c1ccc(C)o1	750	-0.26	.	0.08	.	.	.	.	-0.27	.	1002	1417	.	0	4.5	.	-0.06	0.08	.
Cc1nc2c(ccc3c2ccc2nc(C)sc23)s1	838	.	1.9	-0.37	-2	2	0.1	-8.2%	-0.24	21	.	.	3	18	.	i	0.98	-0.25	-1.5%
C=CCOc1ccc(C2NC(=S)NC(c3ccccc3)=C2C(C)=O)cc1OC (stereo not drawn)	692	-0.33	1.2	-0.039	9	7	2.2	-5.5%	-0.27	14	1054	1559	-26	9	-1.7	i	0.67	-0.34	-0.1%
O=C(CCCNS(=O)(=O)c1ccc(Br)cc1)N1CC[C@@]2(O)CCCC[C@H]2C1	.	-0.82	2.7	-0.27	-6	5	5.1	-0.9%	-0.22	8.5	1121	1454	7	.	2.7	i	0.35	0.33	-1.0%
CC(C)C[C@H](N)c1cn([C@@H](Cc2ccc(O)cc2)C(=O)N2CCNCC2)nn1	705	0.45	1.1	0.5	2	10	2.2	-8.6%	-0.31	2.6	1174	1408	10	15	-3.1	i	-0.35	0.17	-1.5%
Cc1cc(=O)oc2cc(OCC(=O)N3CCCC(C)C3)ccc12 (stereo not drawn)	.	-0.04	3.1	-0.53	11	17	2.7	-0.3%	-0.24	8.3	922	1155	-6	.	0.1	i	2.3	-1.1	1.6%
N=c1sccn1CC(=O)Nc1ccccc1Sc1ccccc1	705	-0.57	1.3	-0.0046	8	-4	5.1	-3.0%	-0.33	8.6	1126	1239	-6	0	0.5	i	0.44	0.88	-0.4%
Cc1[nH]c(=O)[nH]c(=O)c1S(=O)(=O)N1CCCC(C(=O)N2CCN(c3ccccc3Cl)CC2)C1 (stereo not drawn)	783	0.41	1.3	0.81	18	1	2.8	-3.9%	-0.18	6.3	1117	907	-10	-5	-1.4	i	0.43	0.32	1.7%
c1ccc2sc(-c3ccncc3)nc2c1	666	-0.37	.	0.13	.	.	.	.	-0.22	.	1240	1379	.	-9	2.7	.	-1.1	0.29	.
CCOC(=O)c1c(C)sc2c1N(C(=O)CN(CC)CC)c1ccccc1S2	636	.	2.4	-0.045	-8	11	2.2	-6.1%	-0.12	12	.	.	-1	-30	.	i	0.3	-0.55	0.4%
Cc1ccccc1Cn1c2ccccc2c2cnn(CC(=O)N3CCN(c4ccccc4)CC3)c(=O)c21	.	0.02	2.4	0.15	11	-9	4.7	-2.9%	-0.24	11	1129	958	15	.	-6.5	i	0.74	-0.22	0.8%
COc1ccccc1N1CCN(C(=O)C(C)N(c2ccc(C)cc2)S(C)(=O)=O)CC1 (stereo not drawn)	751	0.68	2.6	-0.64	6	-3	3.5	-1.1%	-0.27	2.1	903	1235	1	-7	1.6	i	0.83	-0.87	-2.1%

# From PubChem BioAssay

# The order is random. About 4% of those tested had a hit in this group.
